# Assay outcomes as filed in PubChem.
# hIAP activ: human IAP activators, primary screen, biochemical, luminescence, uHTS; Intestinal-type alkaline phosphatase (Homo sapiens), P09923; purified human IAP, CDP-Star luminescence, 30 min; hits give high values; 1 = vehicle-only enzyme, 0 = enzyme-free background; activation factor at 10 µM; 330,000 compounds, 0.16% hits; AID 2524, 2010;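 active = activation factor of the enzyme at least 2-fold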; also: the source names both 10 and 20 µM as test concentration; values of inactives mirror those of a sister screen read the other way
# Target sequence (P09923 whole entry, looked up): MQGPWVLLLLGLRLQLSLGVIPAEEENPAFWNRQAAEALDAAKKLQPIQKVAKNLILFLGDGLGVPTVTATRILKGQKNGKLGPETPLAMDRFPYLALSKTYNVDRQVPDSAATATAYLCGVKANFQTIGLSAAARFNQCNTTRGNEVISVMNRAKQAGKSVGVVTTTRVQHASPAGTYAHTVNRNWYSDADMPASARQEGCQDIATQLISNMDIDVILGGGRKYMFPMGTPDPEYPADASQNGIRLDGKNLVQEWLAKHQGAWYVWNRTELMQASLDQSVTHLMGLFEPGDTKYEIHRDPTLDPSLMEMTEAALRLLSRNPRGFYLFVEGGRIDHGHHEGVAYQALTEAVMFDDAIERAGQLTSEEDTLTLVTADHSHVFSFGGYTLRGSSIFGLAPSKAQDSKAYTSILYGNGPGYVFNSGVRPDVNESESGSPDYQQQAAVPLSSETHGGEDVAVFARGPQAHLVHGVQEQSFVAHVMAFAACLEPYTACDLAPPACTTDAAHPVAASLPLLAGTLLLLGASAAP
# NLRP3 yeast inh: NALP3 inflammasome inhibitors in reconstituted yeast, primary screen, luminescence, uHTS. Yeast reconstituted NLRP3/ASC/caspase-1, beta-gal luminescence, 24 h. inhibition, % at 10 µM. 330,000 compounds, 0.39% hits. AID 2825, 2010;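 active = inhibition of 50% or more; inactive = inhibition below 50%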;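 also: plate controls were induced DMSO wells for no effect and uninduced yeast grown without galactose for full effect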
# A3G deaminase: APOBEC3G DNA deaminase inhibitors, primary screen, biochemical, fluorescence, single-stranded DNA substrate, uHTS; recombinant A3G, ssDNA deamination FAM/TAMRA fluorescence; inhibition, % at 20 µM; 330,000 compounds, 0.28% hits; DNA dC->dU-editing enzyme APOBEC-3G (Homo sapiens), Q9HC16;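 active = inhibition of at least 40% at 20 µM, with no more than 30% in the related APOBEC3A deaminase screen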;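 also: plate controls were DMSO wells with A3G for no effect and wells lacking A3G enzyme for full effect; some compounds called inactive have numbers as strong as hits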
# Target sequence (Q9HC16 whole entry, looked up): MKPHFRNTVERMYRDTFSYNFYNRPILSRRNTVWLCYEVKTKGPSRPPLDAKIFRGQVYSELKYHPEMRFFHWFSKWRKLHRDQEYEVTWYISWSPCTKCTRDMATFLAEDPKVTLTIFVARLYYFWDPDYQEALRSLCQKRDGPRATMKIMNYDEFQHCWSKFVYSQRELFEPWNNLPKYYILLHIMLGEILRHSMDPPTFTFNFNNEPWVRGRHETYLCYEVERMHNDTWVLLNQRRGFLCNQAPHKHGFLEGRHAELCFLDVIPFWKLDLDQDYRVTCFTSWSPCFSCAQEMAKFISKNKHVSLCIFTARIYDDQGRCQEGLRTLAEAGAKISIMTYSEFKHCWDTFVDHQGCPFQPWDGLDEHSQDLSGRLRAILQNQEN
# mIAP inh: inhibitors of mouse IAP, primary screen, biochemical, luminescence, uHTS | intestinal alkaline phosphatase [Mus musculus] | purified mouse IAP, CDP-Star luminescence, 30 min | inhibition, % at 10 µM | 330,000 compounds, 0.2% hits | AID 2806, 2010;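 active = inhibition of at least 40% at 10 µM in the primary screen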;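 also: plate controls were DMSO with enzyme for no effect and no enzyme wells for full effect; values of inactives mirror those of a sister screen read the other way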
# APOBEC3A inh: APOBEC3A ssDNA deaminase inhibitors, primary screen, selectivity assay for APOBEC3G inhibitor project, biochemical, FAM/TAMRA oligo cleavage fluorescence. inhibition, % at 20 µM. DNA dC->dU-editing enzyme APOBEC-3A (Homo sapiens), P31941. recombinant A3A, FAM/TAMRA ssDNA deamination fluorescence. 330,000 compounds, 0.41% hits;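 active = at least 40% inhibition at 20 µM here, with at most 30% in a related deaminase screen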;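 also: plate controls were A3A with DMSO for no effect and wells lacking A3A enzyme for full effect; some results filed as inactive read as strong as hits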
# beta cell repl: inducers of MIN6 beta-cell proliferation, primary screen, ATP luminescence, uHTS; MIN6 cells proliferation, ATPlite luminescence, 48 h; cells starved in 0.2% serum; 100% = growth in 10% serum; proliferation, % at 10 µM; 330,000 compounds, 0.29% hits; AID 2380, 2010;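 active = compounds whose signal lies at least 3.5 SD above the mean of all wells on their plate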;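 also: 0% = DMSO-treated cells in low-serum medium and 100% = 10% serum control; some compounds called inactive have numbers as strong as hits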
# hIAP block: human IAP inhibitors, primary screen, biochemical, luminescence, uHTS. 330,000 compounds, 0.12% hits. inhibition, % at 10 µM. purified IAP, CDP-Star luminescence, 30 min. Intestinal-type alkaline phosphatase (Homo sapiens), P09923;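 active = inhibition reaching a set limit with compound at 10 µM in the primary screen, cut at about 35% in these data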;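 also: plate controls were DMSO wells with enzyme for no effect and no-enzyme buffer wells for full effect; values of inactives mirror those of a sister screen read the other way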
# mIAP act: activators of mouse IAP, primary screen, biochemical, luminescence, uHTS | intestinal alkaline phosphatase [Mus musculus] | muIAP, CDP-Star luminescence, 30 min; hits give high values; 1 = vehicle-only enzyme signal, 0 = enzyme-free wells | activation factor at 10 µM | 330,000 compounds, 0.24% hits;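 active = activation factor of at least 2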; also: the source names both 10 and 20 µM as test concentration; values of inactives mirror those of a sister screen read the other way
#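 System: Mouse IAP enzyme | Also added: CDP-Star substrate | Dosing: Compounds dispensed in DMSO | Schedule: 30 min enzyme-substrate-compound incubation at room temperature | Technique: Chemiluminescence readout | Control set: DMSO-only wells and no-enzyme negative control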
# SENP1 inh: human SENP1 catalytic domain inhibitors, primary screen, biochemical, FRET, uHTS; inhibition, % at 10 µM; recombinant SENP1 catalytic domain, CyPet-SUMO1-YPet FRET cleavage; AID 624204, 2012; 360,000 compounds, 0.21% hits;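 active = inhibition at least 30% at 10 µM, raw YFP signal under a set limit, fluorescence ratio 0.5 to 1.5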;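 also: 0% = enzyme with DMSO and 100% = no enzyme wells; some results filed as inactive read as strong as hits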
#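 Test system: human SENP1 catalytic domain; medium: Tris pH 8 buffer plus EDTA, NaCl, BME, BSA, NP40, catalase; incubation: 50 min reaction at room temperature; technique: FRET, CFP and YFP emission; controls: no-enzyme low control and enzyme-plus-DMSO high control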
# * hit, by the source's call. An excerpt. The share of hits here may be higher or lower than overall.
SMILES,hIAP activ,NLRP3 yeast inh,A3G deaminase,mIAP inh,APOBEC3A inh,beta cell repl,hIAP block,mIAP act,SENP1 inh
O=[N+]([O-])c1ccccc1/C=N/n1c(C2CCCCC2)n[nH]c1=S,1.01,19.8,36.1,7.6,-3.0,0.0,-0.9,0.924,1.1
Cc1ccc2cc(C)c3nnc(SCC(=O)Nc4nc5c(s4)CCCC5)n3c2c1C,0.931,-0.4,-1.8,13.7,-0.1,-1.0,6.9,0.863,-2.3
CCN(C(=O)COC(=O)c1ccc(C=O)cc1)c1c(N)n(Cc2ccccc2)c(=O)[nH]c1=O,0.999,14.6,-6.9,-7.4,-1.8,1.8,0.1,1.07,-4.3
CC(C)(C)c1ccccc1NC(=O)c1ccc(-n2cncn2)c([N+](=O)[O-])c1,1.09,8.8,-10.1,5.3,-3.1,1.1,-9.2,0.947,0.5
CC(C)N(C(=S)NCc1ccccc1)C(C)C,0.899,-10.9,-3.6,0.7,-1.8,-2.8,10.1,0.993,0.5
O=C1/C(=C/c2cccc(Br)c2)SC(=S)N1CCC(=O)N(CCO)c1ccccc1,1.16,11.0,-2.5,3.9,-3.5,-1.4,-15.8,0.961,2.8
O=C(CNc1cccc(S(=O)(=O)N2CCCC2)c1)Nc1cccc(Br)c1,0.859,1.6,-11.4,-25.9,-3.5,-3.5,14.1,1.26,0.1
Cc1cc(-c2nnc(SCC(=O)Nc3ccccc3)n2C)no1,1.1,7.1,-7.9,1.5,0.2,-0.8,-10.2,0.985,1.0
O=C(Nc1ccc(Cl)cc1)Nc1ccc(N2CCCC2)c(S(=O)(=O)Nc2ccccc2Cl)c1,0.913,1.0,-4.6,-43.2,1.5,-7.0,8.7,1.43,-2.5
COc1cccc2sc3cc(C#CC4(O)CCCCC4)ccc3c(=O)c12,0.936,-9.0,-8.9,-2.6,-3.3,-6.1,6.4,1.03,-44.4
COc1ccc(N2CCN(C(=O)c3ccc(S(=O)(=O)N4CCCC4)cc3)CC2)cc1,1.25,9.9,-0.6,-4.4,-1.5,0.6,-25.4,1.04,1.1
COc1cc(O)cc2cc3c(c(O)c12)C(=O)CC(C)(O)O3 (stereo not given),0.857,16.1,-4.9,31.3,8.2,7.0,14.3,0.687,-55.9
Cc1ccsc1C(C(=O)NC(C)(C)C)N(Cc1ccco1)C(=O)c1csnn1 (stereo not given),1.04,15.8,-11.9,-3.1,-5.5,10.2*,-3.8,1.03,4.0
CC(C)Cc1nc(SCC(=O)Nc2nnc(CC(C)C)s2)n[nH]1,0.959,12.2,-1.1,17.0,3.7,0.6,4.1,0.83,1.1
O=C(Cc1ccc(Cl)cc1)SCc1ccccc1,1.04,20.5,-3.3,7.8,-0.6,1.4,-3.7,0.922,1.1
Cc1ccc(N2CC(O)=C(c3ccccc3)C2=N)cc1,1.02,13.4,-4.5,-0.8,1.3,-1.5,-2.5,1.01,1.9
Cc1nnc(SCC(=O)Nn2cnnc2)s1,0.914,4.9,-4.9,-0.1,-0.8,4.2,8.6,1,1.3
Nc1ccc(C(=O)c2cccs2)cn1,0.973,5.5,-1.3,5.3,2.4,-2.9,2.7,0.947,-1.1
O=C(Nc1ccc(-c2cn3ccsc3n2)cc1)C1CC1,1.2,8.3,-2.3,-9.6,77.5*,-6.5,-20.3,1.1,-1.2
COc1ccc(NC(=S)Nc2cccc(C(F)(F)F)c2)c(C)c1,0.915,25.4,-9.0,-12.4,-0.9,-4.5,8.5,1.12,3.2
Cc1ccc(-c2nc3ccccc3[nH]2)s1,1.01,46.4,1.7,0.8,2.7,-3.9,-1.2,0.992,58.6*
O=C(c1ccc(Cl)nc1)N1CCN(S(=O)(=O)c2ccc3c(c2)OCCO3)CC1,1.07,8.9,2.0,-2.5,11.8,-4.0,-6.7,1.02,1.1
O=C(NCc1ccc(C(F)(F)F)cc1)C12CN(Cc3ccccc3)CC1C(c1cccc([N+](=O)[O-])c1)=NO2 (stereo not given),1.03,-6.7,-12.9,13.2,-1.6,-3.8,-2.7,0.868,1.1
COc1ccc(C(=O)Nc2ccccc2SCc2cc(=O)n3nc(C)sc3n2)cc1OC,1.16,-2.0,1.4,8.1,5.2,1.6,-16.1,0.919,0.7
C/C(=N\NC(=O)c1ccccc1O)c1c(O)cc(C)oc1=O,0.874,24.5,-5.4,5.6,-1.7,0.8,12.6,0.944,-3.2
O=C(NC(=S)N1CCCc2ccccc21)c1ccc([N+](=O)[O-])cc1,1.04,13.2,-3.0,11.4,-4.0,-2.0,-3.7,0.886,-44.2
COc1ccc(S(=O)(=O)CCC(=O)N2CCN(c3ccc([N+](=O)[O-])cc3)CC2)cc1,1.06,6.3,-5.6,5.4,-2.3,-0.5,-5.6,0.946,-3.8
O=C(NNc1nc2ccc(Cl)cc2s1)c1cc(-c2cccs2)nc2ccccc12,1.37,14.0,-6.5,7.5,-3.9,-6.3,-36.8,0.925,17.8
Cc1ccc(C)c(N2N=C(C(=O)Nc3cccc(S(=O)(=O)N4CCCCC4)c3)CCC2=O)c1,0.967,-1.9,-2.8,2.5,1.4,-1.2,3.3,0.975,1.2
O=C(NC(Cc1c[nH]c2ccccc12)c1nnc2n1CCCCC2)c1ccccc1 (stereo not given),0.87,-10.6,-9.4,4.1,-2.3,-1.9,13.0,0.959,1.2
Cc1cc(C)cc(COn2ccnc2)c1,1.05,-7.4,-5.8,11.4,0.0,-0.5,-5.0,0.886,0.3
Cc1cc(=O)[nH]c(SCC(=O)N2CCN(C(=O)c3ccco3)CC2)n1,1.06,-3.8,-4.3,-8.0,-1.1,1.1,-6.0,1.08,1.0
COC(=O)C1=C(N)OC2=C(C(=O)CC(C)(C)C2)C1c1cccs1 (stereo not given),1.01,2.8,2.1,-1.6,0.4,0.7,-1.3,1.02,-0.1
CCSc1nnc(SCC(=O)NNC(=O)c2ccccc2F)s1,1.67,10.5,-2.4,9.7,-1.2,-5.0,-67.2,0.903,1.7
CC1(C)Cc2c(sc3c2c(=N)n(Cc2ccco2)c(=O)n3Cc2ccccc2)CO1,0.752,29.3,-1.3,-3.6,-0.1,0.0,24.8,1.04,2.4
COc1cc(CNc2nc3ccccc3n2C)cc(OC)c1OC,1.08,-2.7,-9.0,-0.5,1.5,-1.9,-7.8,1,3.8
C/C(=C\COc1cc(=O)[nH]c2ccccc12)CCC(O)C(C)(C)O (stereo not given),0.829,-7.9,2.1,7.3,-0.8,1.8,17.1,0.927,-1.2
Cc1cccc(NS(=O)(=O)c2ccc(Oc3ccccc3)cc2)n1,0.819,18.9,-2.3,12.0,-1.1,-2.5,18.1,0.88,3.8
O=C(CSc1nc2ccccc2n1S(=O)(=O)c1ccccc1)N1CCCCC1,0.949,-0.1,-0.3,5.1,-2.1,-0.9,5.0,0.949,0.9
Cc1ccc(S(=O)(=O)N2CCCCC2)cc1NC(=O)COC(=O)C1=COCCO1,0.969,5.1,-2.6,2.6,-1.3,-1.9,3.1,0.974,1.0
CC(NC(=O)c1ccc(CS(C)(=O)=O)cc1)c1ccc(-c2ccccc2)cc1 (stereo not given),0.948,-0.5,-5.5,1.2,3.1,-2.1,5.2,0.988,-7.8
O=S(=O)(NC1CCCCCCC1)c1cccs1,0.976,28.5,0.4,3.2,-0.4,-2.1,2.4,0.968,5.1
O=C1CN=C(Nc2ccccc2)N1Cc1cccs1,0.829,-97.9,-2.7,7.6,-1.2,0.8,17.1,0.924,2.1
Cc1cc(-c2cc(C(=O)NC3CCCC3)on2)nc(NCC2CC2)n1,0.821,20.7,-2.2,-13.8,0.9,2.3,17.9,1.14,-0.5
CC(=O)c1ccccc1NC(=O)COC(=O)CCCN1C(=O)c2cccc3cccc(c23)C1=O,1.61,6.6,-3.2,11.4,-2.2,-0.1,-60.8,0.886,-12.5
COc1cccc(OC)c1C(=O)N1CCN(C(=O)c2ccc(-c3ccccc3)cc2)CC1,0.734,26.5,3.6,-1.4,5.2,-1.8,26.6,1.01,-1.2
Cc1nn(C2CCS(=O)(=O)C2)c(Cl)c1/C=C/C(=O)OCC(=O)Nc1ccccc1[N+](=O)[O-] (stereo not given),1.09,18.7,-4.5,-2.2,0.1,-1.0,-8.9,1.02,-19.7
CCOc1ccccc1C(=O)N[C@H](C(=O)Nc1nc2c(s1)CCCC2)C(C)C,1.13,19.3,-2.4,4.4,-3.9,-6.0,-13.4,0.956,1.3
Cc1ccccc1S(=O)c1ccccc1C(=O)O (stereo not given),0.897,-1.6,-8.9,3.5,20.0,-1.7,10.3,0.965,-1.0
COc1ccc(CN2CCN(C(=O)Cn3nc(C)n4cccc4c3=O)CC2)c(OC)c1OC,0.886,21.2,-4.1,0.2,-4.3,4.2,11.4,0.998,2.3
Cc1ccc(C(=O)NCCOC23CC4CC(CC(C4)C2)C3)cc1,1,14.9,-10.9,-11.2,-3.3,-2.9,-0.2,1.11,0.9
CN(Cc1ccccc1F)C(=O)CCNC(=O)c1ccc(C(C)(C)C)cc1,1.02,9.7,-3.9,-6.8,1.3,-1.4,-2.1,1.07,0.0
c1ccc(Cn2nnc3c(N4CCOCC4)ncnc32)cc1,0.999,7.0,-7.6,6.7,-0.7,1.1,0.1,0.933,6.4
Cn1nc(C(=O)Nc2ccc(Cl)cc2)cc1C(=O)Nc1ccc(Cl)cc1,0.867,11.4,-8.8,1.9,-2.5,3.1,13.3,0.981,0.9
CCOC(=O)c1oc2cccc(O)c2c1CN(Cc1ccccc1)C(C)=O,0.98,5.0,-7.5,-8.0,1.3,-3.5,2.0,1.08,8.2
Cc1oc(-c2ccc(Cl)cc2)nc1CS(=O)CC(=O)NCc1ccco1 (stereo not given),0.991,2.3,-3.3,9.5,-5.3,0.5,0.9,0.905,0.3
COC(=O)c1c(NC(C)=O)csc1C,1.17,3.5,-3.3,-4.3,-4.6,-1.4,-17.3,1.04,2.1
CCOC(=O)C1=NN(c2cccc(C)c2)C2(S1)SC(C(C)=O)=C(C)N2c1ccccc1 (stereo not given),1.17,8.6,-5.3,5.8,-1.0,-6.0,-16.8,0.942,-0.1
